Screens from PubChem.
PLAP activator: activates human placental alkaline phosphatase; activation fold at 20 µM; 96,000 compounds, 1.2% hits; purified PLAP enzyme, luminescent substrate read-out; active compounds read high; in the data active means activation fold above about 2
Target sequence (P05187 whole entry, looked up): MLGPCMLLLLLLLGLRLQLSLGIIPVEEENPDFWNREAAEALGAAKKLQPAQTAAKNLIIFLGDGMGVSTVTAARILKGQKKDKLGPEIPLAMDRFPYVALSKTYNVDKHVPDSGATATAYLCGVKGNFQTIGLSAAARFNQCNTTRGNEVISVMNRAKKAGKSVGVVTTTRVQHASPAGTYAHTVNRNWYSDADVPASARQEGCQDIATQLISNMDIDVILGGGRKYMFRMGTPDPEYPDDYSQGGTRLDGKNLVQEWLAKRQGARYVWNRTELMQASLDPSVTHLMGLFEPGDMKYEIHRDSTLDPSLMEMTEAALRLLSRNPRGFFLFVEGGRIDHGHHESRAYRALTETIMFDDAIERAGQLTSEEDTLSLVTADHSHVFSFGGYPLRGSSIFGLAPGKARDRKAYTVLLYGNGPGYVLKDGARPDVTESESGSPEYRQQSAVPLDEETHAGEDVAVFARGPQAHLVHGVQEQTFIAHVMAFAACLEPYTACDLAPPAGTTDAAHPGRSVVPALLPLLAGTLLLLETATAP
Ecoli WT expand: growth inhibitors of E. coli BW25113 wild type; AID 710; growth inhibition, % at 100 µM; 98,000 compounds, 0.15% hits; OD600 absorbance;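 active means growth inhibition above about 50% at one test dose, limit read from the data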;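 further: growth measured after 20 h incubation at 37 °C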
CD11b adhes inh: CD11b/CD18-fibrinogen binding inhibition. P05107+P11215. K562 CD11b/CD18 adhesion to fibrinogen, ATPlite luminescence; Mn2+ added to activate the integrin. 93,000 compounds, 0.54% hits. inhibition, % at 10 µM;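 active means primary inhibition of 50% or more at 10 µM, then 40% or more on retest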; further: some results filed as inactive read as strong as hits
FAK blocker: inhibitors of human focal adhesion kinase; biochemical FAK kinase activity assay; inhibition, %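 (tested at 7 µM)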; 97,000 compounds, 0.84% hits; AID 727; in the data active means inhibition above about 19%;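 further: 0% = DMSO and 100% = reference compound high control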
ERb SRC1 inh: blocks coactivator binding to human estrogen receptor beta. Q92731. TR-FRET ER-beta LBD / SRC1-Cy5 peptide binding; receptor agonist-loaded with 1 µM estradiol. inhibition, % at 25.6 µM. 86,000 compounds, 1.3% hits;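 active means compounds whose percent inhibition of the receptor-coactivator binding signal exceeds about 50% in the single-dose screen, limit read from the data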;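 further: 0% = receptor plus peptide wells without compound and 100% = peptide-only wells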
Target sequence (Q92731 whole entry, looked up, the tested form may be a part): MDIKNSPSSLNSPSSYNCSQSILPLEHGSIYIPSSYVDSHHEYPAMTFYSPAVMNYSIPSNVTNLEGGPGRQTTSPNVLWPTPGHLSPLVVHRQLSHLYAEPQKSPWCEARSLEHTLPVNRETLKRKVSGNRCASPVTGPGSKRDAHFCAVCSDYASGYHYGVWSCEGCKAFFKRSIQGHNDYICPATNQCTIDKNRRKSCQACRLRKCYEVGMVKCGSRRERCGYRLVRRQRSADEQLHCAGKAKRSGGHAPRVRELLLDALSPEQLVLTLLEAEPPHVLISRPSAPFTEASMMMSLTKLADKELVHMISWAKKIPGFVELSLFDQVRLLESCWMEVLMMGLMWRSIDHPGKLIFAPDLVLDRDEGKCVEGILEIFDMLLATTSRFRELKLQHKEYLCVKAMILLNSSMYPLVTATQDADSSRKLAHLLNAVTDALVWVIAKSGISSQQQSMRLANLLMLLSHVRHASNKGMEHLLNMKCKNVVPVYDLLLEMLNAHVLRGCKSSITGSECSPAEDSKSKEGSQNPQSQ
ERa coact pot: ER-alpha (human) coactivator binding potentiation | P03372 | TR-FRET ERalpha-LBD/SRC-Cy5 coactivator binding, 2 h; 100 = basal binding, no effect | coactivator binding (% of control), % at 25.6 µM | 86,000 compounds, 1.3% hits | AID 639; in the data active means activity above about 200%;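 further: binding measured in presence of low estradiol as agonist stimulus; 0% = peptide alone without receptor and 100% = receptor with peptide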
ERa SRC1 inh: blocks coactivator binding to human estrogen receptor alpha; P03372; TR-FRET ER-alpha LBD / SRC-1 peptide, estradiol-bound; inhibition, % at 25.6 µM; 86,000 compounds, 1.7% hits; AID 629; in the data active means inhibition above about 50%;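 further: 0% = receptor plus peptide control and 100% = peptide only without receptor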
CD11b adhes enh: CD11b/CD18-fibrinogen binding enhancement; P05107+P11215; K562 CD11b/CD18 adhesion to fibrinogen, ATPlite luminescence; activation, % at 10 µM; 93,000 compounds, 0.07% hits;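 active means 10 µM primary screen giving 50% or more activity, confirmed by 40% or more on retest at that dose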; further: strong numbers were not always called active; reference of the scale not given here
MT1-MMP txn act: activates MT1-MMP transcription | HT1080 MT1-MMP promoter luciferase reporter, luminescence, overnight; active compounds read high | activation factor at 10 µM | 86,000 compounds, 0.16% hits;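 active means activation factor of at least 2 for MT1-MMP transcription at 10 µM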
* hit, by the source's call; / = no result given; [ ] = dose if it differs, or a comment.

| canonical_smiles | Ecoli WT expand | CD11b adhes inh | ERa coact pot | CD11b adhes enh | FAK blocker | ERa SRC1 inh | MT1-MMP txn act | PLAP activator | ERb SRC1 inh |
| --- | --- | --- | --- | --- | --- | --- | --- | --- | --- |
| Cn1c(=O)cc(SCC(=O)N2CCN(c3ccccn3)CC2)c2ccccc21 | 2 | 20 | 112 | -3 | -1 | -3 | 1.2 | 1.6 | 15 |
| Clc1cccc(CSc2nnc([C@@H]3CCCN3)o2)c1 | 13 | -19 | 116 | -1 | / | -5 | 1.1 | 1.5 | -3 |
| COc1ccc(C2CN=NC23CCCc2ccccc2C3=O)cc1 (stereo unspecified) | 6 | 25 | / | -3 | 1 | / | / | 1 | / |
| CCCCc1ccc(N2C(=O)[C@@H]3C(CC(N)=O)NC4(C(=O)Nc5ccc(F)cc54)[C@@H]3C2=O)cc1 (stereo partly specified) | -6 | 14 | 86 | 0 | -1 | -12 | 1.2 | 1.6 | -11 |
| Cc1ccc(OCC(=O)NCc2ccccn2)cc1 | -1 | -9 | 108 | -1 | -4 | 0 | 1 | 1.1 | -1 |
| Nc1ccc(Sc2cc(Cl)nc(N)n2)cc1 | 13 | 9 | / | 32 | -12 | / | / | 1.4 | / |
| O=C(O)CCn1c(=O)c2ccccc2c2ccccc2c1=O | -1 | -25 | 106 | -1 | 0 | -18 | 1 | 1 | -3 |
| Cc1ccc2c(C)ccc(O)c2n1 | 31 | 13 | 98[fluorescence artefact?] | -2 | 1 | -5 | 1.2 | 1.3 | 4 |
| COc1ccc(N=Cc2ccc[nH]2)cc1 | -2 | -28 | 98 | -1 | -2 | -6 | / | 0.9 | 0 |
| CCC1SC2=NC(C)=C(C(=O)OCCOC)C(/C=C/c3ccccc3OC)N2C1=O (stereo unspecified) | -4 | / | 82[fluorescence artefact?] | / | 12 | -4 | 1.1 | 1.6 | -5 |
| O=C1Nc2ccccc2C12OCCCCO2 | 2 | -21 | 118 | -2 | -1 | -1 | 1.1 | 1.2 | -2 |
| Cc1ccc2nc3sc(C(=O)NCc4ccco4)c(N)c3cc2c1 | / | / | 91 | / | 3 | 5[fluorescence artefact?] | 1.8 | / | 9[fluorescence artefact?] |
| COc1cccc(C2CC(=O)N3CN(c4cccc(Cl)c4C)CSC3=C2C#N)c1OC (stereo unspecified) | 13 | -6 | 77[fluorescence artefact?] | 45 | -4 | -13[fluorescence artefact?] | 1.2 | 1.3 | 6[fluorescence artefact?] |
| O=C(O)CC1=C(O)C(=O)N(c2ccccc2)C1c1ccc(Cl)cc1 (stereo unspecified) | 2 | -9 | 90 | -2 | -2 | 3 | 1.1 | 1.1 | -16 |
| CCCN1C(=O)/C(=C2\SC(N3CCCCC3)=NC2=O)c2ccccc21 | -8 | -19 | 74[fluorescence artefact?] | -2 | 6 | -5[fluorescence artefact?] | 1.6 | 1 | 15[fluorescence artefact?] |

Retrieved by structure from above, 6 records:
| canonical_smiles | Ecoli WT expand | CD11b adhes inh | ERa coact pot | CD11b adhes enh | FAK blocker | ERa SRC1 inh | MT1-MMP txn act | PLAP activator | ERb SRC1 inh |
| --- | --- | --- | --- | --- | --- | --- | --- | --- | --- |
| Cc1ccc2c(C)ccc(O)c2n1 | 31 | 13 | 98[fluorescence artefact?] | -2 | 1 | -5 | 1.2 | 1.3 | 4 |
| Nc1ccc(Sc2cc(Cl)nc(N)n2)cc1 | 13 | 9 | / | 32 | -12 | / | / | 1.4 | / |
| COc1ccc(N=Cc2ccc[nH]2)cc1 | -2 | -28 | 98 | -1 | -2 | -6 | / | 0.9 | 0 |
| Cc1ccc2nc3sc(C(=O)NCc4ccco4)c(N)c3cc2c1 | / | / | 91 | / | 3 | 5[fluorescence artefact?] | 1.8 | / | 9[fluorescence artefact?] |
| Cc1ccc(OCC(=O)NCc2ccccn2)cc1 | -1 | -9 | 108 | -1 | -4 | 0 | 1 | 1.1 | -1 |
| O=C(O)CCn1c(=O)c2ccccc2c2ccccc2c1=O | -1 | -25 | 106 | -1 | 0 | -18 | 1 | 1 | -3 |

Carrying on.
| canonical_smiles | Ecoli WT expand | CD11b adhes inh | ERa coact pot | CD11b adhes enh | FAK blocker | ERa SRC1 inh | MT1-MMP txn act | PLAP activator | ERb SRC1 inh |
| --- | --- | --- | --- | --- | --- | --- | --- | --- | --- |
| O=C(c1csc2c1CCCC2)N1CCN(c2ccc(F)cc2)CC1 | / | / | 89 | / | -1 | -22 | 1.2 | / | -28[fluorescence artefact?] |
| CCCCn1c(-c2nn(C)c(C)c2Cl)n[nH]c1=S | 0 | / | 81 | / | 1 | -4 | 1 | 1 | 2 |
| CN(C)c1ccc2c(c1)OC(N)=C(C#N)C2c1cccc(F)c1 (stereo unspecified) | 6 | 20 | 55 | -2 | / | 10[fluorescence artefact?] | 0.5 | 0.9 | 18[fluorescence artefact?] |
| Cc1ccc(-c2ccc(C(=O)O)[nH]2)cc1 | -10 | 8 | 109 | -1 | 7 | -1 | 1 | 1 | 7[fluorescence artefact?] |
| CNc1nc(C)c(C(C)=O)cc1C#N | 6 | -16 | 97 | 4 | 2 | 1 | / | 1 | -2 |
| Cc1cc(N)n2nc(-c3ccc(C(C)(C)C)cc3)cc2n1 | 8 | -26 | 69 | -2 | 4 | 2 | / | 0.9 | -3 |
| CCOC(=O)N1CCN(C(=O)c2ccc(N3CCCC3=O)cc2)CC1 | 7 | 0 | 104[fluorescence artefact?] | -4 | -2 | 3 | 1.2 | 1 | -4 |
| CC1CCCC(NC(=O)CCCn2c(=O)[nH]c3cc(Cl)ccc3c2=O)C1C (stereo unspecified) | -8 | 0 | 98 | 0 | 2 | 7[fluorescence artefact?] | 1.1 | 0.9 | 30[fluorescence artefact?] |
| COc1ccccc1OCC(=O)Nc1ccccc1C(=O)NCc1ccco1 | / | / | 104[fluorescence artefact?] | / | 1 | -4 | 1 | / | 1[fluorescence artefact?] |
| CC(=O)N1C(=O)c2cccc3cccc(c23)C(=O)N1C(C)=O | 13 | -11 | 99[fluorescence artefact?] | 0 | 1 | -7 | 1.2 | 0.8 | -12 |
| O=S(=O)(NC1=NCCC1)c1cccs1 | 5 | -49 | 123 | 0 | -1 | 1 | 1.2 | 1.1 | -5 |
| O=S(=O)(NCCSc1ccccc1)c1ccc2c(c1)OCCO2 | 4 | 9 | 78 | -3 | 1 | -6 | / | 0.6 | 2 |
| COc1ccc(-c2noc(CN3CCC(Cc4ccccc4)CC3)n2)cc1 | / | 7 | 87 | 0 | 0 | 3[fluorescence artefact?] | 1.1 | 1.3 | 4[fluorescence artefact?] |
| O=C(Oc1ccc(/C=N/NC(=O)c2ccccc2O)cc1)c1ccccc1 | -17 | 1 | / | -1 | 12 | / | / | 1.2 | / |
| O=C(C1CCCN1S(=O)(=O)c1cccc2cccnc12)N1CCc2ccccc21 (stereo unspecified) | 5 | -11 | 123[fluorescence artefact?] | 2 | 3 | 2 | 1.1 | 1.6 | -5 |
| CC1CN=C(NC2CCCCC2C)S1 (stereo unspecified) | 14 | -16 | 97 | -1 | 0 | 9[fluorescence artefact?] | 1.1 | 0.7 | 2 |
| c1ccc(-c2csc3ncnc(-n4cnc5ccccc54)c23)cc1 | 3 | 3 | / | -3 | 2 | / | / | 0.9 | / |
| Cc1[nH]c2c(Br)cccc2c1[C@H]1[C@@H](CC#N)C1(C)C | 5 | 12 | 109 | -3 | 5 | -3 | 1.1 | 0.9 | 21 |
| CN(C)S(=O)(=O)c1ccc(NC(=O)N2CCN(c3ccccc3)CC2)cc1 | 0 | 8 | / | 1 | 2 | / | / | 1.1 | / |
| C=CCOc1ccc(CNc2nccs2)cc1OC | / | / | 117 | / | 4 | -6 | 1.2 | / | -10 |
| O=C(O)CCc1ccc(-c2cccs2)n1NC(=O)c1ccco1 | -2 | -16 | 70 | 3 | -3 | 18 | 1.2 | 1.2 | 37 |
| COc1ccccc1C(=O)C(O)c1ccccc1OC (stereo unspecified) | 1 | -28 | 125 | 1 | 3 | 0 | 1.3 | 0.8 | -19 |
| Cc1ccc(-n2c(SCC(=O)NCC3CCCO3)nnc2-c2ccoc2C)cc1 (stereo unspecified) | 0 | 4 | 107 | -4 | -1 | 7 | 1.1 | 1.5 | 6[fluorescence artefact?] |
| COc1nc(C)nc2c1ccc1ccccc12 | / | / | 102 | / | 2 | -6 | 1.1 | / | -3 |
| CCN(CC)S(=O)(=O)N1CCC(C(=O)NC(C)CCc2ccccc2)CC1 (stereo unspecified) | -7 | -7 | 119 | -2 | 3 | -40 | 1.1 | 1.3 | -20 |
| CC(C)c1ccc(/C=c2\sc3nc(-c4ccncc4)nn3c2=O)cc1 | -2 | 1 | / | -6 | -2 | / | / | 1.3 | / |
| O=c1c(C=NCCCn2ccnc2)c(-c2ccccc2)[nH]n1-c1nc2ccccc2s1 | -13 | -18 | 102 | 8 | -3 | -22 | 1 | 1.7 | -22 |
| Cc1ccc(CNc2cc(-c3nn4c(C)nnc4s3)ccc2C)s1 | -7 | -7 | 167 | 36 | 4 | 4 | 1.2 | 0.8 | 15 |
| O=C(NCc1cc(C(F)(F)F)cc(C(F)(F)F)c1)C1CC(c2cccc([N+](=O)[O-])c2)=NO1 (stereo unspecified) | -2 | -5 | / | 3 | -1 | / | / | 1.1 | / |
| O=C(O)c1cc2c(ccc3ccccc32)oc1=O | 10 | 36 | 108 | -1 | -1 | -3 | 1.2 | 1 | 0[fluorescence artefact?] |
| CCN1CCN(Cc2ccc(OCc3ccccc3)cc2)CC1 | -4 | -44 | 118 | 7 | 0 | 2 | 1 | 1.7 | 8 |
| Cc1ccc(/C(O)=C2\C(=O)C(=O)N(c3cc(C)on3)C2c2cccc(Cl)c2)cc1 (stereo unspecified) | 8 | 12 | 113 | -2 | -6 | -1 | 1.2 | 1.1 | -7 |
| CCOc1cc(C)nc(N2CCN(C3CCCCC3)CC2)n1 | 2 | -17 | 102 | 1 | 1 | 3[fluorescence artefact?] | 0.9 | 1.8 | 2[fluorescence artefact?] |
| CCOc1ccc(NC2=NC(C(=O)NCc3ccccc3)CC(=O)N2)cc1 (stereo unspecified) | -2 | 0 | 130 | 2 | / | 7 | 1.1 | 1 | -14[fluorescence artefact?] |
| CCOCC(=O)Nc1ccc(S(=O)(=O)NCCc2ccccc2)cc1 | 0 | 14 | 117 | 0 | 0 | -5 | 1.1 | 0.8 | -1[fluorescence artefact?] |
| Cc1nc2c3cnn(-c4ccccc4)c3ncn2n1 | 4 | -22 | 101 | 9 | 2 | -1 | 1.3 | 0.6 | 11[fluorescence artefact?] |
| Cc1ccc(NC(=O)C2CCN(S(C)(=O)=O)CC2)cc1C | 6 | 2 | 82 | -2 | -1 | -1 | 1.1 | 0.9 | 13 |
| COc1ccccc1CNC(=O)C1CC(=O)N(C2CCCC2)C1 (stereo unspecified) | 0 | / | 129[fluorescence artefact?] | / | -3 | -5 | 1.2 | 1.1 | -4 |
| CCC(C)(C)n1nnnc1C(c1ccc(C)cc1)N1CCN(Cc2ccc3c(c2)OCO3)CC1 (stereo unspecified) | / | / | 94 | / | -2 | 5 | 1.1 | / | -4 |
| CC(C)c1cc(C(=O)O)n(-c2ccccc2)n1 | 3 | -13 | 106 | 0 | -2 | 3[fluorescence artefact?] | 1.3 | 0.9 | 8[fluorescence artefact?] |
| O=C(COC(=O)c1ccc(Br)o1)NCc1ccco1 | / | / | 91[fluorescence artefact?] | / | 13 | 40 | 1 | / | 23[fluorescence artefact?] |
| N#CC12CCCCC1CC1CCCCC1(C#N)N2Cc1cccnc1 (stereo unspecified) | 0 | -5 | 111 | 2 | -1 | -6 | 1.1 | 0.9 | -13 |
